IL2 activator – activates IL-2 in a cell-based reporter assay; IL-2 activation reporter assay, cell-based qHTS; stimulated with anti-CD3/CD4/CD28 beads; in transgenic mouse T cells; activation, % (series mostly up to about 46 µM); actives 0.065% (n = 360,000); AID 652025; in the data active = activation above about 50%; inconclusive = mostly about 30% to 49%; note: 0% is about no effect
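Using fluorescent plate cytometry, EGFP and DsRed are detected in transgenic mouse T cells stimulated 18 h at 37 degrees C with antibody-coated beads after 60 min compound pretreatment.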
Nrf2 activator – activators of Nrf2 (ARE) signaling; AREc32 ARE-luciferase reporter (MCF7-derived line), luminescence, 24 h; Potency, µM (series often up to 46.1 µM), without a hit: at the highest dose activation, usual class: activators; actives 0.31% (n = 410,000); AID 624171; note: potency is the fitted concentration of half-maximal effect; % of control where 0% means no effect; nearly all actives have a fitted effect of over 65% in size
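For detection, Steady-Glo was added and plates sat 30 min at RT; before that, AREc32_Fluc cells grown overnight in OPTI-MEM/5% FBS had been treated with 23 nL compound for 24 hr at 37 deg C.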
ATXN2 expr inh – ATXN2 expression inhibition. actives 0.72% (n = 360,000). Potency, µM (doses to about 57 µM), without a hit: at the top dose activity change, negative = inhibition, usual class: inhibitors. HEK-293 ATXN2-luciferase reporter, luminescence, 24 h; note: potency is the fitted concentration of half-maximal effect; % is set by controls: 0 for no effect and ±100 for the full control effect; nearly all actives have a fitted effect of over 55% in size
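qHTS (up to 57 uM final) was run with 24 h compound exposure of reporter cells at 37 °C. Each well was multiplexed: SteadyGlo luminescence measured ATXN2-luciferase expression after a fluorogenic Gly-Phe-AFC viability readout (25 uM final).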
A549 tox – A549 cytotoxicity, counter-screen for Nrf2 inhibitors | AID 504648 | actives 0.16% (n = 390,000) | Potency, µM (titrated, usually from 46 µM), without a hit: at the top dose activity change, negative = cytotoxicity, usual class: inhibitors | A549 ARE-Fluc cells, CellTiter-Fluor viability, 18-24 h; note: potency is the fitted concentration of half-maximal effect; % is set by controls: 0 for no effect and ±100 for the full control effect
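Cytotoxicity counterscreen: CellTiter-Fluor fluorescence was measured in A549 ARE_Fluc cells after 18-24 h of compound exposure in a concentration series. The subsequent BugLite luminescent read reports ARE-luciferase activity.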
Nrf2 inh – Nrf2 pathway inhibition | A549 ARE-Fluc reporter, luciferase luminescence, 18-24 h | Potency, µM (series often up to 46 µM), inactives show at the top dose activity change, negative = inhibition, hits mostly inhibitors | actives 2.1% (n = 360,000); note: potency is the fitted concentration of half-maximal effect; % is set by controls: 0 for no effect and ±100 for the full control effect; nearly all actives have a fitted effect of over 60% in size
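A549 ARE_Fluc cells (5000/well, 5% FBS OPTI-MEM) pre-incubated 2 h, then treated with compounds 18-24 h at 37C/5% CO2 in concentration-response. CellTiter-Fluor viability read first; BugLite luciferase luminescence after 15 min at room temperature gives Nrf2 activity.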
TGFb inhibitor – TGF-b pathway inhibition; AID 588855; Potency, µM (doses to about 46.1 µM), inactives show top-dose activity, negative = inhibition, most hits filed as inhibitors; actives 1.2% (n = 410,000); HepG2 CAGA-GFP TGF-b/SMAD3 reporter, GFP fluorescence, 18 h; TGF-beta stimulated, 500 pg/mL final; note: potency is the fitted concentration of half-maximal effect; % is set by controls: 0 for no effect and ±100 for the full control effect; nearly all actives have a fitted effect of over 65% in size
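TGF-beta reporter screen: HEPG2 CAGA-GFP, 1% FBS, 500 pg/mL TGF-beta final, 18 h; per-cell GFP summed per well; curves fitted and categorized by class.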
EPAC2 ag – activates human EPAC2 exchange factor; Q8WZA2; EPAC2 activation, biochemical qHTS; response scale: 100% = 6.5 mM cAMP response; Potency, µM (top dose mostly 154 µM), for inactives: top-dose activation, actives largely listed as activators; actives 0.079% (n = 360,000); note: potency is the fitted concentration of half-maximal effect; nearly all actives have a fitted effect of over 50% in size
Target sequence (Q8WZA2 whole entry, looked up): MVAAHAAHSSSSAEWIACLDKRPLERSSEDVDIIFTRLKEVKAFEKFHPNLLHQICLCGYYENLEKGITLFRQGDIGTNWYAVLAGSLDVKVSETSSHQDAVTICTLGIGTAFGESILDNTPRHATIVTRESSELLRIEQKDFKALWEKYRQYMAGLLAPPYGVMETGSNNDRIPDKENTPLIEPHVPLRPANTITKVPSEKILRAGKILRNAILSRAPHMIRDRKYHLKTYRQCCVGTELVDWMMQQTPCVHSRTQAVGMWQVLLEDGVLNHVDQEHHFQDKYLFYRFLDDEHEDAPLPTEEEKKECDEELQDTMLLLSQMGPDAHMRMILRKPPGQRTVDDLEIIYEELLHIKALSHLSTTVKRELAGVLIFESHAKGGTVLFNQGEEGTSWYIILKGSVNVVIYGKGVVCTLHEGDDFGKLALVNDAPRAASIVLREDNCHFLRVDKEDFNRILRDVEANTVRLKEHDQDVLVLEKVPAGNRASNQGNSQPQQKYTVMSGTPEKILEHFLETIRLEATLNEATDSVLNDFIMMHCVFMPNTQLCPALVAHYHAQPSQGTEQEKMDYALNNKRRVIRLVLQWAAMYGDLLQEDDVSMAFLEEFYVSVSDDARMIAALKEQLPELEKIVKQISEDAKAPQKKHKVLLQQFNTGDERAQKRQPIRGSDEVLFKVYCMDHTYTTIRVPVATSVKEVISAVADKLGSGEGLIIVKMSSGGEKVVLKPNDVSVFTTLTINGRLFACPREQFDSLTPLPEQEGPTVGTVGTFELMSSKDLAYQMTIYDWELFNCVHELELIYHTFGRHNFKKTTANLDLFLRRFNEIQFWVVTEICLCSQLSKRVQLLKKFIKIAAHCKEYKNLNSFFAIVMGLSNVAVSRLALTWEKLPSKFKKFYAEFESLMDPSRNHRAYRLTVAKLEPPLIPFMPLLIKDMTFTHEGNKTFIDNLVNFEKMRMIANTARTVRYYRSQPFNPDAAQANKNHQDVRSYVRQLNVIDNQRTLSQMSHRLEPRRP
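Compounds were titrated in qHTS against a Rap1B-BODIPY-GDP (250 nM) complex with EPAC2 (100 nM) and GDP (50 uM). BODIPY-GDP release tracked at 480/540 nm over 30 min at room temperature, normalized to 6.5 mM cAMP.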
S2 tox – reduces viability in counter-screen for ATXN expression inhibitors | actives 0.49% (n = 400,000) | S2 cells (HEK-293 line with an ATXN2-luciferase reporter) viability, CellTiter-Fluor protease fluorescence, 24 h | Potency, µM (titrated, usually from 56.7 µM), usual class: cytotoxic; note: potency is the fitted concentration of half-maximal effect; nearly all actives have a fitted effect of over 40% in size
HepG2 tox – kills HepG2 cells in TGF-b inhibitor counter-screen | HepG2 CAGA-GFP viability, ATP luminescence, 18 h | AID 588856 | Potency, µM (doses to about 46.1 µM), for the others: at the highest dose activity change, negative = cytotoxicity, usual class: cytotoxic | actives 0.76% (n = 410,000); note: potency is the fitted concentration of half-maximal effect; some results filed as inactive show a strong effect at the top dose
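HepG2 CAGA-GFP cells (1000/well, DMEM with 1% FBS) received compound, then TGF-beta at 500 pg/mL final, and were incubated 18 hours at 37 degrees C. Viability was read by CellTiter-Glo luminescence. Media-only wells were set as complete cell-killing and DMSO as no toxicity.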
The depositor's hits bear a star; i = inactive; ? = inconclusive; . = not tested or not shown; [ ] = another dose, or the depositor's remark. Unless noted, calls come from the whole dose curve; as a rule, active = well fitted curve in the direction sought with a large enough effect; inconclusive = small, poorly fitted or top-dose-only effect, or another doubt; inactive = no such curve, though single readings can be large; an effect the other way counts as inactive or inconclusive.

Compound | IL2 activator | Nrf2 activator | ATXN2 expr inh | A549 tox | Nrf2 inh | TGFb inhibitor | EPAC2 ag | S2 tox | HepG2 tox
O=C(O)CCC(=O)N1CCOc2ccc(Cl)cc21 | 0.4 | 0.0% | -1% | -11% | -23% | -3% | 6% | i | -28%
CC1(C)CC(=O)C(=CN2CCN(C(=O)c3ccco3)CC2)C(=O)C1 | -0.2 | 2.5% | -6% | 6% | -4% | -6% | -2% | i | -2%
CCOC(=O)c1nnn(-c2nonc2-n2cccc2)c1CN1CCCCC1 | -0.2 | -0.4% | -13% | 1% | -8% | 2% | 16% | i | -4%
Cc1[nH]c2ccccc2c1C(=O)CSc1cccc[n+]1[O-] | -2.4 | 0.3% | 3% | 6% | 5% | -14% | 16% | i | -48%
O=C(Nc1ccncc1)C1C(=O)c2ccccc2N(Cc2ccccc2)C1=O (stereo not drawn) | . | . | . | 5% | ? | -16% | . | . | -39%
COc1ccc(C(CC(=O)NCCN2CCOCC2)NS(=O)(=O)c2ccc(C)cc2)cc1 (stereo not drawn) | 0.4 | -0.5% | -3% | 0% | -8% | -9% | 10% | i | -24%
Cc1ccc(C(C)C)c(OCC(=O)NS(=O)(=O)c2ccc(Cl)cc2)c1 | 0.3 | -0.9% | -2% | -7% | ? | -18% | 3% | i | -6%
Clc1cccc(CNCCNCc2cccc(Cl)c2)c1 | -0.8 | 2.3% | -24% | -8% | 1% | -24% | 19% | ? | -22%
CCOc1ccccc1NC(=O)CSc1ncc(S(=O)(=O)c2ccc(C)c(C)c2)c(N)n1 | . | 0.6% | 2% | 0% | -8% | 8.9µM* | . | i | -21%
CCn1c(=O)cc(SCC(=O)NCC2CCCO2)c2ccccc21 (stereo not drawn) | -2.3 | 1.1% | 19% | 0% | -20% | 3% | 4% | i | -11%
O=C(c1cccs1)N1CCC(c2nc3ccccc3s2)CC1 | -2.7 | 3.3% | -4% | -9% | -3% | 2% | 14% | i | -19%
CCCCCn1c(N2CCN(Cc3ccccc3)CC2)nc2c1c(=O)[nH]c(=O)n2C | -0.8 | 3.0% | 1% | . | ? | 0% | -17% | i | -30%
Clc1ccc(CN2C3=NCCN3c3ccccc32)cc1Cl | -0.4 | 0.8% | ? | 4% | 3% | 0% | -1% | i | -58%
O=C1CCc2cc(S(=O)(=O)NCCC(=O)NC3CCN(Cc4ccccc4)CC3)ccc2N1 | 3.2 | 0.5% | 1% | 3% | 7% | 14% | -2% | i | 2%
Nc1nc2ccccc2n1CCOc1ccc(Cl)cc1 | -0.8 | 8.6% | -26% | -3% | -14% | ? | 1% | i | -40%
CC1=C(C(=O)OC(C)C)C(c2ccco2)NC(=O)N1 (stereo not drawn) | 2.2 | 0.3% | 4% | 10% | 8% | -16% | 16% | i | 4%
Cc1cccnc1NC(=O)c1ccc(S(=O)(=O)N2CCCC2)cc1 | 0.4 | 3.8% | . | . | . | -2% | 12% | i | -7%
COc1ccc2[nH]cc(CCNC(=O)Cc3ccc(Br)cc3)c2c1 | 0.0 | -0.1% | -2% | -3% | -9% | -25% | 8% | i | 12%
CCN(CC)Cc1oc(CO)cc(=O)c1O | -3.5 | 0.1% | -11% | 1% | 12% | -15% | -1% | i | -193%
Cn1c(=O)c2cc(S(=O)(=O)NCCC(=O)N3CC=C(c4ccccc4)CC3)ccc2n(C)c1=O | -2.1 | 0.0% | -24% | -6% | 15µM* | -39% | 0% | i | -17%
COc1cc(NC(=O)c2cc([N+](=O)[O-])ccc2N2CCOCC2)ccc1NC(=O)c1ccco1 | -7.1 | -0.5% | -4% | -2% | -23% | 0% | 7% | i | 2%
CC(C)C1C(=O)N(Cc2cn(CCC3OCCO3)nn2)CCS(=O)(=O)N1Cc1ccc(-c2ccncc2)cc1 (stereo not drawn) | -2.3 | 4.6% | 0% | . | . | -2% | 18% | i | -24%
Cc1ccc(CNC(=O)/C=C/c2ccc(S(=O)(=O)NCc3ccco3)cc2)cc1 | -3.4 | 3.3% | -8% | 0% | ? | -21% | -4% | i | -3%
O=C(Nn1c(-c2ccc(Br)cc2)nc2ccccc2c1=O)c1cccnc1 | 1.3 | 11% | -29%[11.3 µM] | -5% | -13% | 10% | 17% | i | -9%
COC(=O)Cc1c(O)ccn(Cc2ccccc2OC)c1=O | -3.0 | -0.3% | -5% | 8% | . | -34% | -2% | i | 7%

Record cards, as listed above. Order of values: IL2 activator, Nrf2 activator, ATXN2 expr inh, A549 tox, Nrf2 inh, TGFb inhibitor, EPAC2 ag, S2 tox, HepG2 tox
Results for O=C(O)CCC(=O)N1CCOc2ccc(Cl)cc21 = 0.4, 0.0%, -1%, -11%, -23%, -3%, 6%, i, -28%
Results for O=C(Nc1ccncc1)C1C(=O)c2ccccc2N(Cc2ccccc2)C1=O (stereo not drawn) = ., ., ., 5%, ?, -16%, ., ., -39%

The listing continues.
Compound | IL2 activator | Nrf2 activator | ATXN2 expr inh | A549 tox | Nrf2 inh | TGFb inhibitor | EPAC2 ag | S2 tox | HepG2 tox
Cc1ccc(S(=O)(=O)NC(C(=O)N2CCOCCOCCOCCOCC2)c2ccccc2)cc1 (stereo not drawn) | 0.6 | -0.5% | -29% | -4% | -15% | 0% | 28% | i | 2%
CC(C)C[C@@H]1COc2cc(N3CCC[C@@H]3CO)ccc2S(=O)(=O)N1 | 0.1 | -0.7% | 10% | . | . | . | 4% | i | .
CCn1c(=O)cc(SCC(=O)NCc2ccccc2OC)c2ccccc21 | . | 1.2% | 7% | -16% | -12% | 7% | . | ? | -26%
C(=NOCCc1ccccc1)c1cccnc1 | 0.1 | 3.0% | 55%[activator] | 0% | ? | 0% | 16% | i | -25%
O=C(CCCNC(=O)/C(=C/c1ccccc1F)NC(=O)c1ccccc1)OCc1ccccc1 | -2.7 | -0.1% | 8%[11.3 µM] | -5% | -1% | -1% | 1% | i | 10%
COc1ccc(CCn2c(=S)[nH]c3cc(C(=O)NCc4ccco4)ccc3c2=O)cc1OC | -0.7 | 2.7% | ? | ? | -102% | -15% | -16% | . | 4%
CC(Sc1nnc(-c2cccnc2)o1)C(=O)NC1CCCC1 (stereo not drawn) | -0.2 | -0.4% | 7% | 0% | -4% | 8% | 8% | ? | 11%
CCC(C(=O)NCc1ccccn1)n1c2ccccc2c2nc(=O)cc(C)n21 (stereo not drawn) | -2.6 | -0.7% | 13% | -1% | 21% | 9% | -12% | i | -25%
CCOC(=O)C(Oc1ccc2c(-c3ccccc3)cc(=O)oc2c1)c1ccccc1 (stereo not drawn) | -4.8 | -0.1% | -6% | 1% | -23% | -1% | 2% | i | -22%
CC(=O)c1ccc(NC(=O)CSc2nnc(NC(=O)NC3CCCCC3)s2)cc1 | . | 1.2% | . | -11% | . | -24% | . | . | -29%
COc1cc(OC)c(C(=O)Oc2ccc3c(c2)OCO3)cc1OC | -2.3 | 2.7% | 4% | -2% | -18% | -3% | 6% | i | -7%
Cc1ccc(S(=O)(=O)Nc2ccccc2N2CCCCC2)cc1 | 0.0 | 0.0% | -25% | -5% | -7% | ? | 10% | ? | -20%
COc1cccc(OC)c1C(=O)Nc1ccc2c(c1)N(S(=O)(=O)c1cccs1)CCC2 | -1.1 | -0.2% | 1% | -9% | -17% | 8% | 13% | i | 3%
COc1ccc(/C=N/NC(=O)CCc2n[nH]c(=O)[nH]c2=O)cc1OC | -0.3 | 0.1%[9.22 µM] | -12% | 8% | -5% | -9% | 5% | i | -13%
CC(C)=CC(O)C/C(C)=C/COc1ccc2ccc(=O)oc2c1 (stereo not drawn) | -2.8 | -3.4% | ? | -29% | 10µM* | ? | 4% | i | -30%
COc1ccc2nc(SCC(=O)Nc3cc(OC)c(OC)cc3C(=O)O)c(C)cc2c1 | -2.8 | 0.2% | -26% | 3% | -18% | -2% | 2% | i | -1%
CN1C(=O)Cc2cc(S(=O)(=O)CCC(=O)Nc3ccc(OC(F)(F)F)cc3)ccc21 | . | 2.1% | 7% | -8% | -10% | ? | . | i | 0%
O=c1cnn(Cc2ccc(Cl)c(Cl)c2)c2ccccc12 | -2.2 | 5.5% | ? | -1% | ? | ? | 2% | i | -19%
Cc1ccc(C(=O)NCCCNC(=O)COc2ccc(Cl)cc2)cn1 | -3.4 | -0.4% | 4% | 2% | -10% | 6% | 0% | i | 4%

Part of the list above, as labelled records.
Cc1ccc(S(=O)(=O)Nc2ccccc2N2CCCCC2)cc1
  IL2 activator = 0.0 | Nrf2 activator = 0.0% | ATXN2 expr inh = -25% | A549 tox = -5% | Nrf2 inh = -7% | TGFb inhibitor = ? | EPAC2 ag = 10% | S2 tox = ? | HepG2 tox = -20%

CCOC(=O)C(Oc1ccc2c(-c3ccccc3)cc(=O)oc2c1)c1ccccc1 (stereo not drawn)
  IL2 activator = -4.8 | Nrf2 activator = -0.1% | ATXN2 expr inh = -6% | A549 tox = 1% | Nrf2 inh = -23% | TGFb inhibitor = -1% | EPAC2 ag = 2% | S2 tox = i | HepG2 tox = -22%

COc1cccc(OC)c1C(=O)Nc1ccc2c(c1)N(S(=O)(=O)c1cccs1)CCC2
  IL2 activator = -1.1 | Nrf2 activator = -0.2% | ATXN2 expr inh = 1% | A549 tox = -9% | Nrf2 inh = -17% | TGFb inhibitor = 8% | EPAC2 ag = 13% | S2 tox = i | HepG2 tox = 3%

O=C(CCCNC(=O)/C(=C/c1ccccc1F)NC(=O)c1ccccc1)OCc1ccccc1
  IL2 activator = -2.7 | Nrf2 activator = -0.1% | ATXN2 expr inh = 8%[11.3 µM] | A549 tox = -5% | Nrf2 inh = -1% | TGFb inhibitor = -1% | EPAC2 ag = 1% | S2 tox = i | HepG2 tox = 10%

Screening data as filed in PubChem.
